M. tuberculosis: growth inhibition of non-replicating M. tuberculosis (AID 488890) | Mycobacterium tuberculosis non-replicating, growth inhibition; higher % means a stronger effect | actives 0.39% (n = 320,000) | inhibition, % at 25 µM; hits with a dose series show IC50 in µM; in the data active = a potency from the dose series; inconclusive = inhibition mostly from about 82% at the one dose, without a potency; inactive = the rest, 99 in 100 with inhibition below about 76%;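 also: plate controls were DMSO cells for no effect and high antibiotic wells for full effect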
VEEV TC-83 Vero: inhibitors of VEEV TC-83 cytopathic effect, confirmation, Vero cells (AID 588727) | Vero cells, VEEV TC-83 cytopathic effect inhibition; higher % means a stronger effect | one-dose inhibition, % at 20 µM; IC50 in µM for titrated hits | actives 0.13% (n = 350,000); in the data active = a potency from the dose series; inconclusive = inhibition mostly from about 14% at the one dose, without a potency; inactive = the rest, 99 in 100 with inhibition below about 12%; also: strong numbers were not always called active
PhoP GFP inhibition: PhoP regulon inhibitors, Salmonella typhi PhoP promoter GFP reporter, confirmatory (AID 1850); Salmonella Typhi PhoP-promoter GFP reporter, fluorescence, 4 h; higher % means a stronger effect; inhibition, % at 50 µM, or IC50 in µM where a hit was titrated; actives 0.33% (n = 310,000); in the data active = a potency from the dose series; inconclusive = inhibition mostly from about 25% at the one dose, without a potency; inactive = the rest, 99 in 100 with inhibition below about 19%;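 also: 0% = induced wells with vehicle and 100% = uninduced wells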
M. tuberculosis HTS: M. tuberculosis growth inhibition, HTS (AID 449762). actives 0.59% (n = 330,000). inhibition, % at 25 µM, or IC50 in µM where a hit was titrated. M. tuberculosis H37Rv growth inhibition, 7H9 media; higher % means a stronger effect; in the data active = a potency from the dose series; inconclusive = inhibition above about 70% without an active follow-up result;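 also: bacterial growth assessed after seven days of incubation; strong numbers were not always called active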
influenza NS1A: NS1A inhibition, H1N1 influenza, cell based functional assay (AID 504329); inhibition, % at 12.5 µM; hits with a dose series show IC50 in µM; NS1A functional cell-based assay, percent inhibition; higher % means a stronger effect; actives 0.3% (n = 340,000); in the data active = a potency from the dose series; inconclusive = inhibition above about 27% without an active follow-up result; also: strong numbers were not always called active
VEEV TC-83 Vero 10K pilot screen: second read-out of VEEV TC-83 Vero, no call of its own (marks repeat the call); inhibition, %; measured here: 10K pilot screen inhibition
Active calls of the source: *; i = inactive; u = inconclusive; x = not tested or not shown.

SMILES	M. tuberculosis	VEEV TC-83 Vero	PhoP GFP inhibition	M. tuberculosis HTS	influenza NS1A	others
CC(C)(C)NS(=O)(=O)c1ccc(C(=O)Nc2ccc3c(c2)OCO3)cc1	4%	1.2%	-1%	-1%	-1%
CCN(CC)CCNC(=O)c1cn(CC)c2ccc(S(=O)(=O)N(C)C3CCCCC3)cc2c1=O	18%	1.1%	5%	5%	-6%
COc1ccc(CCNC(=O)c2cc(C(=O)c3cc(Cl)ccc3O)cn(CCc3ccc(OC)cc3)c2=O)cc1	33%	8.6%	-17%	11%	-5%
NC(=S)Nc1cnc2ccccc2c1	13%	1.3%	8%	1%	0%
CCNc1nc(NC(C)C)nc(NS(=O)(=O)c2ccc(Cl)cc2)n1	16%	4.1%	-1%	13%	-3%
COc1ccc(Cl)cc1C(=O)NNC(=S)NC1CCCCC1	-5%	1.2%	-7%	1%	x
Cc1coc(C)c1C(=O)CC1(O)C(=O)N(CCc2ccccc2)c2ccccc21 (centres undefined)	19%	0.2%	6%	-27%	1%
c1ccc(CN2CCCC3(CCCN(Cc4nc(COc5ccccc5)no4)C3)C2)cc1 (centres undefined)	27%	i	-1%	10%	3%
COc1cc(CC2(CCc3ccncc3)C(=O)N(C)C(=O)N(C)C2=O)cc(OC)c1OC	-12%	0.0%	13%	0%	3%
COc1ccc(CNC(=O)CSc2ncnc3nc[nH]c23)cc1	-15%	8.2%	2%	3%	-1%

Part of the list above in order of SMILES length, high to low.
SMILES	M. tuberculosis	VEEV TC-83 Vero	PhoP GFP inhibition	M. tuberculosis HTS	influenza NS1A	others
CCN(CC)CCNC(=O)c1cn(CC)c2ccc(S(=O)(=O)N(C)C3CCCCC3)cc2c1=O	18%	1.1%	5%	5%	-6%
CC(C)(C)NS(=O)(=O)c1ccc(C(=O)Nc2ccc3c(c2)OCO3)cc1	4%	1.2%	-1%	-1%	-1%
NC(=S)Nc1cnc2ccccc2c1	13%	1.3%	8%	1%	0%

(next part)
SMILES	M. tuberculosis	VEEV TC-83 Vero	PhoP GFP inhibition	M. tuberculosis HTS	influenza NS1A	others
c1ccc2c(c1)nnn2Cc1nnc2sc(-c3ccc4c(c3)OCCO4)nn12	70%	1.3%	-10%	1%	1%
Cc1cc(OCCCn2ccnc2)ccc1[N+](=O)[O-]	39%	0.3%	-4%	1%	1%
COc1cc(/C=N/NC(=O)COc2ccc(C)cc2)ccc1OC(=O)c1cccs1	u	0.7%	1%	18µM*	-5%
Cn1c(N)c(S(=O)(=O)N2CCN(c3ccccc3Cl)CC2)c(=O)n(C)c1=O	4%	1.3%	1%	-3%	0%
CC(=O)c1c(C)[nH]c(C(=O)COc2cc(C)cc(C)c2)c1C	4%	4.1%	-9%	0%	3%
CCc1ccc(OCC(=O)NC(C)(C)C)cc1	-2%	0.1%	-5%	-18%	-8%
CCOc1ccc(OCC)c(NC(=O)CN2CCN(c3cccc(C)c3)CC2)c1	4%	i	-27%	-3%	18%
CCC1(CC)NC(=O)N(CC(=O)Nc2ccc(OCc3ccccc3)cc2)C1=O	16%	12%	x	-2%	-16%
O=C(NCCO)C(=O)c1c(-c2ccc(Cl)cc2)cc2ccccn12	18%	1.4%	27%	0%	-11%
COc1ccc(-c2cc(C)no2)cc1S(=O)(=O)N1CCOc2ccc(C)cc21	5%	5.3%	1%	1%	5%

Of the compounds above, 6 have four or more nitrogen atoms.
SMILES	M. tuberculosis	VEEV TC-83 Vero	PhoP GFP inhibition	M. tuberculosis HTS	influenza NS1A	others
CCN(CC)CCNC(=O)c1cn(CC)c2ccc(S(=O)(=O)N(C)C3CCCCC3)cc2c1=O	18%	1.1%	5%	5%	-6%
CCNc1nc(NC(C)C)nc(NS(=O)(=O)c2ccc(Cl)cc2)n1	16%	4.1%	-1%	13%	-3%
c1ccc(CN2CCCC3(CCCN(Cc4nc(COc5ccccc5)no4)C3)C2)cc1 (centres undefined)	27%	i	-1%	10%	3%
COc1ccc(CNC(=O)CSc2ncnc3nc[nH]c23)cc1	-15%	8.2%	2%	3%	-1%
c1ccc2c(c1)nnn2Cc1nnc2sc(-c3ccc4c(c3)OCCO4)nn12	70%	1.3%	-10%	1%	1%
Cn1c(N)c(S(=O)(=O)N2CCN(c3ccccc3Cl)CC2)c(=O)n(C)c1=O	4%	1.3%	1%	-3%	0%

Further compounds follow:
SMILES	M. tuberculosis	VEEV TC-83 Vero	PhoP GFP inhibition	M. tuberculosis HTS	influenza NS1A	others
COCCNC(=O)c1c(N)n(-c2ccccc2)c2nc3ccccc3nc12	19%	1.0%	-9%	5%	-10%
Cc1nn(-c2ccccc2)nc1C(=O)OCC(=O)N1CCCCC1C (centres undefined)	48%	1.5%	x	70%	-7%
CCc1ccc(OCC(=O)Nc2ccc(S(=O)(=O)N3CCCC3)cc2)c(Br)c1	x	4.4%	-3%	x	-1%
CCOC(=O)C1(CCOc2ccccc2)CCN(Cc2ccccc2O)CC1	26%	0.2%	7%	13%	0%
COc1ccc(C(=O)Nc2ccc(NC(=O)c3cnccn3)cn2)cc1	-11%	2.9%	12%	5%	0%
COc1ccc(CNC(=O)COC(=O)c2ccccn2)cc1	-3%	8.1%	3%	3%	-2%
Brc1cccc(-c2cnco2)c1	-6%	2.8%	-4%	1%	0%
COc1ccc(C(C#N)(CC(=O)O)c2cnccn2)cc1OC (centres undefined)	-12%	0.2%	-37%	0%	8%	VEEV TC-83 Vero 10K pilot screen=0.9
O=C(CSCc1c(Cl)cccc1Cl)NN1C(=O)c2ccccc2C1=O	-16%	i	-2%	-10%	5%
CC1(C(=O)c2ccccc2)C2c3c(ccc4ccccc34)OC(=O)C21C(=O)N1CCOCC1 (centres undefined)	4%	2.8%	5%	-4%	5%
CCOc1ccc(C(=O)NCCC(=O)N2CCC3(CC2)NCCc2[nH]cnc23)cc1OCC	2%	0.5%	9%	2%	-1%
O=C(Nc1ccc2nc(-c3ccco3)c(-c3ccco3)nc2c1)N1CCN(c2ccccn2)CC1	31%	8.1%	-4%	u	14%
COC(=O)c1cn(-c2ccccc2)nc1C(=O)OC	2%	4.0%	-4%	4%	7%
CC(=O)Nc1ccccc1NC(=O)c1ccc(C)c(C)c1	-9%	1.1%	3%	0%	-5%
Cc1ccc(CNC(=O)COC(=O)C2CC2)cc1	63%	0.5%	x	4%	4%
Cc1cc(NC(=O)COC(=O)Cn2[nH]c(=O)c3ccccc3c2=O)c([N+](=O)[O-])cc1C	14%	3.0%	x	1%	-2%
C=CCN(CC=C)c1cnn(-c2nc3ccccc3[nH]2)c(=O)c1Cl	41%	0.6%	-9%	8%	-5%
CC(NC(=O)NCC1CCCO1)(C(F)(F)F)C(F)(F)F (centres undefined)	9%	0.0%	15%	1%	-4%
CCOc1ccc(-c2nc(=S)[nH][nH]2)cc1	-43%	2.1%	9%	1%	1%
C=CCc1ccc(OCC(O)CN2CCN(c3ccccc3)CC2)c(OC)c1 (centres undefined)	25%	2.6%	-4%	6%	-13%
Cc1c(CCOC(=O)c2ccc(Cl)cc2Cl)sc[n+]1CC(=O)c1ccccc1	78%	i	x	30%	-4%
O=C(COC(=O)c1ccc(Cl)c(S(=O)(=O)N2CCCCC2)c1)NCc1ccco1	7%	1.6%	-14%	-5%	-3%
Cc1nnsc1NC(=O)OCC(C)C	0%	0.1%	7%	-3%	5%
Cc1ccc(-n2c(-c3cccnc3)n[nH]c2=S)c(C)c1	10%	1.2%	-5%	-7%	-10%
Cc1ccc2nc(N3CCN(C(=O)c4ccco4)CC3)sc2c1	5%	5.5%	8%	15%	-10%
CC(C)c1ccc(C2C(C#N)=C(N)N3C(=C2C#N)Sc2ccccc23)cc1 (centres undefined)	15%	x	-4%	5%	x
CCCS(=O)(=O)c1nc(S(=O)(=O)c2ccc(C)cc2)c(N2CCc3ccccc3C2)s1	17%	4.2%	4%	-4%	2%
Cc1cc(C)cc(OCC(=O)N/N=C/c2ccccn2)c1	u	0.6%	13%	4%	-11%
Fc1cccc(Nc2nc(N3CCOCC3)nc(N3CCOCC3)n2)c1	3%	0.1%	5%	19%	-1%
N#CC1(NC(=O)COC(=O)c2nccnc2N)CCCCC1	-16%	1.9%	4%	-4%	-10%
C=CCN(c1ccc(OC)cc1)S(=O)(=O)c1ccc(Cl)c(C(=O)OCC(=O)c2c(N)n(C)c(=O)n(C)c2=O)c1	x	5.9%	x	x	-4%
CCN1/C(=C2\OC(=S)N(C)C2=O)Sc2ccccc21	-15%	2.8%	-8%	-1%	1%
CC(=O)Nc1ccc(S(=O)(=O)N2CCN(C(=O)c3ncoc3-c3ccccc3F)CC2)cc1	-2%	1.9%	9%	1%	4%
CCN(CC)CCOC(=O)C(O)(c1ccccc1)c1ccccc1	12%	1.0%	-8%	-1%	-4%
CCC(C(=O)NCCCN1CC(C)CC(C)C1)n1nc(C)c2sc3ccccc3c2c1=O (centres undefined)	19%	i	1%	1%	5%
CN(c1ccc(O)cc1)c1nc(-c2ccccc2)cs1	26%	6.8%	7%	4%	3%
CCOC(=O)c1sc2nc(SCC(=O)N(CC)CC)n(CCCN3CCCC3=O)c(=O)c2c1C	32%	9.3%	9%	2%	4%
CN(C)C(=O)c1cc([N+](=O)[O-])cc([N+](=O)[O-])c1N(C)C	-3%	0.3%	-5%	-3%	5%
O=C(O)CNC(=O)c1ccc(N2CCOCC2)cc1[N+](=O)[O-]	14%	7.2%	-5%	-3%	-4%
CSCCC(NC(=O)c1cc([N+](=O)[O-])cc([N+](=O)[O-])c1)c1nc2ccccc2[nH]1 (centres undefined)	18%	1.5%	-10%	u	0%	VEEV TC-83 Vero 10K pilot screen=6.1
CC[C@]12c3[nH]c4cc(-c5ccco5)ccc4c3CCN1C(=O)[C@@H](CC(=O)NCc1cccc(C(F)(F)F)c1)C[C@@H]2C(=O)N1CCN(C(=O)c2ccco2)CC1	x	1.5%	x	x	-11%
CCN1CCCC1CNC(=O)C1CCN(C(=O)c2cc3sccc3n2Cc2ccc(F)cc2)CC1 (centres undefined)	23%	i	-6%	2%	-8%	VEEV TC-83 Vero 10K pilot screen=0.0
COc1ccc(NC(=O)CC(c2ccco2)C(C)C)cc1 (centres undefined)	-3%	1.3%	-8%	-2%	-10%
Cc1ccc(Nc2cc(C)nc(-c3ccccc3O)n2)cc1	18%	5.1%	2%	u	-1%
COCC(C)N=C1NN=C(c2ccc(NC(C)=O)cc2)CS1 (centres undefined)	-2%	0.3%	9%	4%	-1%
COc1ccccc1/C=C1/C(=N/O)C2CCN1CC2	5%	0.5%	-3%	3%	9%
CCOCCc1nn2c(=O)cc(CSCC(=O)Nc3cccc(C)c3C)nc2s1	7%	0.4%	-23%	6%	-1%
CC1c2c([nH]c3ccccc23)CCC1C(=O)O (centres undefined)	-9%	0.0%	-8%	-3%	5%
CCN(CC)CCCNC(=O)c1ccc(S(=O)(=O)Nc2ccc(C)c(C)c2)cc1	1%	2.5%	x	-5%	-3%
COC(=O)Cc1c(C)nc2nc(-c3ccco3)[nH]n2c1=O	-6%	0.8%	5%	-2%	4%
O=C(NCC1CCCO1)c1cc(C(=O)c2ccc(Cl)cc2Cl)c[nH]1 (centres undefined)	-4%	2.5%	-4%	-1%	-4%
O=C(CCC(=O)Nc1ccccc1Cl)N/N=C/c1ccccc1	28%	9.6%	-1%	-8%	-5%
